# L3MBTL1 inh: L3MBTL1 (human) inhibition; AlphaScreen L3MBTL1–H3K9me1 peptide binding; Potency, µM (highest dose often 57.1 µM), without a hit: at the top dose activity, negative = inhibition, usual class: inhibitors; 230,000 compounds, 0.66% hits; also: potency is read from the fitted curve at half-maximal effect; % is scaled to controls: 0 for no effect and ±100 for the full control effect; nearly all actives have a fitted effect of over 60% in size
#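 L3MBTL1 (50 nM) pre-complexed 30 min with biotinylated H3(1-15)K9me1 peptide (75 nM), then compounds added for 30 min at room temperature; AlphaScreen streptavidin donor/nickel chelate acceptor beads (10 ug/mL final) read after 30 min dark incubation.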
# HttQ103 aggreg: inhibitors of mutant huntingtin aggregate formation in PC12 cells; Potency, µM (series often up to 46.1 µM), without a hit: at the top dose activity change, negative = inhibition, most hits filed as inhibitors; PC12 HttQ103-GFP aggregates, Acumen cytometry, 40 h; 220,000 compounds, 1.1% hits; AID 1688; also: potency is read from the fitted curve at half-maximal effect; % is scaled to controls: 0 for no effect and ±100 for the full control effect; nearly all actives have a fitted effect of over 60% in size
#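 Aggregates are detected as GFP objects 1–25 µm with signal 6 STDEV over background in lysates of induced PC12 cells. These carry Huntingtin exon 1 with 103 glutamines fused to GFP under an ecdysone promoter; compounds titrated.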
# NPSR antagonist: antagonists of human neuropeptide S receptor cAMP signaling; Q6W5P4; CHO-NPSR cells, cAMP TR-FRET, antagonist mode; Potency, µM (highest dose often 38.3 µM), inactives show top-dose activity change, negative = inhibition, actives largely listed as inhibitors; 220,000 compounds, 1% hits; AID 1461; also: potency is read from the fitted curve at half-maximal effect; % is scaled to controls: 0 for no effect and ±100 for the full control effect; nearly all actives have a fitted effect of over 50% in size; many of its hits are not listed in these tables
# Target sequence (Q6W5P4 whole entry, looked up): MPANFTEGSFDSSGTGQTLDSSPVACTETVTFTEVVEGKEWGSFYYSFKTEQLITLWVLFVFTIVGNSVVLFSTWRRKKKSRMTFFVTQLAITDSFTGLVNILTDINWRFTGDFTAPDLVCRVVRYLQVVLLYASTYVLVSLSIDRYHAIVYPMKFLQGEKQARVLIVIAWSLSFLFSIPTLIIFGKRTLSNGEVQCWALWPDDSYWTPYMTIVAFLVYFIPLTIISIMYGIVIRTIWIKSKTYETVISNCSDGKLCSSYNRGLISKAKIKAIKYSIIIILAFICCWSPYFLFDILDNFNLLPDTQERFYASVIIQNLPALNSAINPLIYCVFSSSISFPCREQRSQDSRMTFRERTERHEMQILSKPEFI
# IMPase Li cell: IMPase inhibition in cells with lithium potentiation; CHO-M1 cells, IP1 TR-FRET (IP-One), carbachol + lithium; Potency, µM (doses to about 59.4 µM), inactives show top-dose activity, negative = IMPase inhibition, usual class: inhibitors; 210,000 compounds, 0.35% hits;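 also: IP1 builds up when IMPase is blocked and the TR-FRET signal falls; potency is read from the fitted curve at half-maximal effect; plate controls were basal vehicle for no effect and high inhibitor control for full effect; nearly all actives have a fitted effect of over 50% in size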
#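 CHO cells stably expressing M1 receptor (2000/well, cultured 16–30 h) treated 30 min at 37C with compound plus low lithium. Cytosolic IP1 by TR-FRET (665/620 ratio and 620 channel) after 10 min lysis; AC50 by Hill fit.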
# Luc counter: Kinase-Glo luciferase inhibition (counter-screen); AID 1379; Kinase-Glo luciferase, ATP luminescence, 8 min; 200,000 compounds, 0.28% hits; Potency, µM (highest dose often 38.3 µM), for inactives: at the highest dose activity change, negative = inhibition, most hits filed as inhibitors; also: potency is read from the fitted curve at half-maximal effect; % is scaled to controls: 0 for no effect and ±100 for the full control effect; nearly all actives have a fitted effect of over 60% in size
#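 Substrate mix (final 50 mM imidazole pH 7.2, 50 mM KCl, 7 mM MgCl2, 10 uM ATP, 0.01% Tween 20, 0.05% BSA) plus pin-tool compound, then Kinase-Glo detection mix; 8 min ambient, luminescence read.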
# Epigenetic derep: regulators of epigenetic silencing causing reporter derepression in mouse cells; 280,000 compounds, 0.2% hits; AID 1865; Potency, µM (top dose mostly 53.9 µM), without a hit: at the highest dose GFP activation, hits mostly activators; murine LDR cells, GFP reporter derepression, 30 h; also: potency is read from the fitted curve at half-maximal effect; % of control where 0% means no effect; nearly all actives have a fitted effect of over 60% in size
#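 Derepression of a silenced CMV-GFP reporter in murine LDR cells is scored by enumerating GFP-positive cells with a laser-scanning microplate cytometer after 30 hours of treatment at 37 C.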
# CBFb-RUNX1 inh: inhibitors of human CBF-beta and RUNX1 interaction. AlphaScreen CBFb-His/RUNX1-biotin binding, biochemical. Q01196+Q13951. 230,000 tested, under 10 active. Potency, µM (series often up to 59.8 µM), for inactives: at the highest dose activity, negative = inhibition, hits mostly inhibitors; also: % of control where 0% means no effect
# Target sequence (Q01196 whole entry, looked up): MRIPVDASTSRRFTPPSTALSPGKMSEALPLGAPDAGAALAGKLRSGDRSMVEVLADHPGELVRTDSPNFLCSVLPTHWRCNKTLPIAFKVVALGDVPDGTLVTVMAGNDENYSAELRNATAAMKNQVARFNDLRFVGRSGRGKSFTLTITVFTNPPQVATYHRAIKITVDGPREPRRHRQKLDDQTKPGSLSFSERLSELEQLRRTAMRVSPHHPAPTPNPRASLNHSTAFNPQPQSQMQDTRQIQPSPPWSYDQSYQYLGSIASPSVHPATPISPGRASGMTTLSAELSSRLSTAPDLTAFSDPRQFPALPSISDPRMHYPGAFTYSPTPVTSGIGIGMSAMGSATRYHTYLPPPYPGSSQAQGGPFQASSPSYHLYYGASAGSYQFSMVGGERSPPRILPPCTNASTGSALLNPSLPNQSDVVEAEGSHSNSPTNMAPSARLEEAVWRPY
# Target sequence (Q13951 whole entry, looked up): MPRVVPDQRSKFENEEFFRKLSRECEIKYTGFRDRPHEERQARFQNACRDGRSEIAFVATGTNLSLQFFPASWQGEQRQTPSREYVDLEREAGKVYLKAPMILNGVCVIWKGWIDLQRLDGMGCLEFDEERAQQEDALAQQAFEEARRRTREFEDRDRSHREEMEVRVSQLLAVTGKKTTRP
#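 CBF-beta (His) and RUNX1 (biotin), 30 nM each; 20 min preassociation; + compound, 15 min; + beads 50 ng each (Ni, streptavidin), 90 min; RT; AlphaScreen read.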
# Starred values were filed as active, the others as inactive; ? = inconclusive; · = not tested or not shown; & = joins results of further samples; [ ] = remark or other dose. Calls follow the shape of the dose curve; as a rule, active = well fitted curve in the direction sought with a large enough effect; inconclusive = small, poorly fitted or top-dose-only effect, or another doubt; inactive = no such curve, though single readings can be large; an effect the other way counts as inactive or inconclusive.
# Second line of a record: L3MBTL1 inh, HttQ103 aggreg, NPSR antagonist, IMPase Li cell, Luc counter, Epigenetic derep, CBFb-RUNX1 inh
COc1ccc(NC(=O)N2CCN(c3ccc([N+](=O)[O-])cc3)CC2)cc1OC
 : -17%, -24%, -14%, 9%, 2%, -0.4%, 2%
CC1=CC(C2CC(=O)N(c3ccc(C)cc3)C2=O)CC2C(=O)N(c3ccc(C)cc3)C(=O)C12 (stereo unspecified)
 : -4%, -2%[9.22 µM], 13%, 1%, 0%, 3.2%, ?
COCC(O)CSc1nc(C)[nH]c1[N+](=O)[O-] (stereo unspecified)
 : ·, 2%[9.22 µM], 5%[46.1 µM], 21%[38.3 µM], 4%, 1.8%, 6%
Cc1ccc(C(=O)CN2/C(=C(\O)c3ccccc3)C(=O)c3ccccc3S2(=O)=O)c(C)c1
 : -5%, 14%, -31%[46.1 µM], 8%[38.3 µM], 2%, -1.8%, 3%
N=C(C[C@@H](O)COc1ccccc1-c1ccccc1)N1CCCCC1
 : ·, ·, ·, 19%, -4%, 0.4%, 16%[21.7 µM]
O=C(NCC(c1ccco1)N1CCN(c2ccccc2F)CC1)OCc1ccccc1 (stereo unspecified)
 : ?, -4%, -36%, -2%, 2%, 2.0%, -3%
OCC1(Cc2cccc(C(F)(F)F)c2)CCN(Cc2cc3ccccc3o2)CC1
 : -15%, 10%[9.22 µM], ?, 6%, -4%, 5.6%, -2%
COC(=O)/C=C/C(C)=C/C=C/C(C)=C/C=C/C=C(C)/C=C/C=C(C)/C=C/C(=O)O
 : ·, ·, ·, -5%, -2%, 0.2%, ·
Cc1nn(-c2ccccc2)nc1CNC(=O)C(C)Cc1ccccc1 (stereo unspecified)
 : 7%, -12%, 3%, 3%&0%, -4%&-5%, 9.7%&6.1%, 3%[2.36 µM]
COc1ccc(C(=O)NC2CCCCC2)cc1S(=O)(=O)N1CCCC1
 : -3%, 7%, -14%[46.1 µM], -24%[38.3 µM], -1%, -5.3%, 5%
N#Cc1ccc(NC(=O)COC(=O)C2=COCCO2)cc1
 : -1%, 20%, 12%[46.1 µM], 3%[38.3 µM], -4%, 0.8%, 10%
Cc1ccc(SC(=O)c2c(C)noc2-c2cc(C)on2)cc1
 : ·, 17%[9.22 µM], ?, ·, ·, ?, 2%
Cc1cc(C(=O)CSc2nc3ccccc3n2C)c(C)n1C
 : ·, -1%, -5%[46.1 µM], 16%[38.3 µM], -5%, 1.8%, -8%
Oc1cc(-c2ccccc2)c2ccccc2c1
 : 3%, 6%, 4%, -2%, -3%, 0.0%, 2%
CCCCOc1ccc(C(=O)NNC(=S)NC(=O)CC)cc1
 : 19%, ?, -5%, 13%, 2%, 0.0%, 0%
CCNc1cc(Nc2c(C)n(C)n(-c3ccccc3)c2=O)c([N+](=O)[O-])c2nonc12
 : 7%, 8%[9.22 µM], -11%, ·, ·, -1.6%, 3%
Fc1ccc(Sc2cc(Cl)c(-c3ccccc3)nn2)cc1
 : 5%, -14%, ?, 11%[38.3 µM], -1%, -1.1%, 5%
CC(C)CCNC(=O)C(c1ccncc1)N(Cc1cccs1)C(=O)Cn1nnc(-c2ccc(F)cc2)n1 (stereo unspecified)
 : 3%, ?, -22%[46.1 µM], 5%, 2%, -0.8%, 12%
Cc1ccc(-c2nnn(CC(=O)NCC3CC3)n2)o1
 : 0%, 4%, -3%[46.1 µM], -7%[38.3 µM], -3%, 0.0%, 1%
COc1ccc(C2/C=C\CC(NC(=O)OCC3c4ccccc4-c4ccccc43)CC(=O)N2Cc2cccc(F)c2)cc1 (stereo unspecified)
 : ·, ·, ·, 14%, 4%[39.9 µM], -0.9%[40.7 µM], 15%
CC1CN(C(=O)CN2C(=O)NC(C)(c3ccccc3)C2=O)CC(C)O1 (stereo unspecified)
 : ·, -12%, -1%[46.1 µM], 18%[38.3 µM], -3%, -1.0%, 2%
O=C(NCCCn1ccnc1)c1csc2ccccc12
 : ·, -10%, -4%[46.1 µM], 4%[38.3 µM], 1%, 0.0%, -2%
CCCc1cc(=O)oc2cc(OCc3ccc(OC)cc3)c(Cl)cc12
 : 4%, -4%, -7%[46.1 µM], ·, ·, -0.9%, 6%
COCCNC(=O)Cn1nc(C(F)(F)F)c(Cl)c1C
 : 1%, -1%[9.22 µM], -23%[46.1 µM], 7%[38.3 µM], 0%, 4.1%, 1%
O=C(Nc1ccccc1C(=O)NCc1ccco1)c1ccco1
 : ·, -3%, -2%[46.1 µM], 32%[38.3 µM], -4%, -1.0%, -1%
Cc1nn(C(=O)c2nn(C)cc2[N+](=O)[O-])c(C)c1Br
 : 5%, -5%[9.22 µM], -17%, -1%, -7%, 0.4%, 5%
COc1c(OC(C)=O)ccc(/C=C/c2ccc3ccccc3n2)c1[N+](=O)[O-]
 : -11%, ?, -26%[46.1 µM], 21%[38.3 µM], 3%, 0.4%, -24%
CC1=NN(/C(=N\c2nnc(C)s2)Nc2ccccc2)[C@H](c2ccc(C)cc2)S1
 : 7%, -7%, -21%[46.1 µM], 3%, 8%, 2.3%, 3%
CCOc1ccc(/C=N/NC(=O)c2[nH]ncc2Br)c(O)c1
 : -3%, ·, -19%, -3%, 11µM*, 0.0%, -22%
COc1ccc(-c2csc(Nc3ccc(C)cn3)n2)cc1OC
 : -15%, -1%[9.22 µM], -14%, 1%, 5%, -4.3%, -10%
CN(C[C@H](Cc1ccccc1)N(C[C@H](Cc1cccc2ccccc12)N(CCc1ccccc1)N=O)N=O)N=O
 : ·, -9%[9.22 µM], -3%, ·, ·, 0.0%, -6%
COc1ccc(-c2c[nH]c(=O)[nH]c2=O)cc1OC
 : 0%, 38%[9.22 µM], -10%, 1%, 3%, -8.7%, 2%
CCOCc1cc(C)[nH]c(=O)c1C#N
 : 7%, 9%, -2%[46.1 µM], -4%[38.3 µM], 2%, 0.3%, -10%
CC(C)[C@H](NC(=O)c1ccc(Cl)c([N+](=O)[O-])c1)C(=O)NCc1ccc(Cl)cc1Cl
 : -3%, 2%, -24%, 11%, 0%, 1.1%, 0%
O=C(NC1CCS(=O)(=O)C1)Oc1ccccc1 (stereo unspecified)
 : ·, -12%, 3%[46.1 µM], 34%[38.3 µM], 1%, -0.1%, 2%
Clc1ccc(-c2cn(-c3ccc(Cl)cc3)c3[n+]2CCCCC3)cc1
 : 4%, 5%[9.22 µM], 3%, ·, ·, -2.4%, 5%
CC(C)S(=O)(=O)CC(=O)c1ccc(Cl)cc1
 : 4%, 0%, 10%, -9%, 0%, 6.6%, -7%
Cc1cc2nc(C3CCCN(C(=O)NCc4ccccc4)C3)[nH]c2cc1C (stereo unspecified)
 : 6%, 0%, -11%[46.1 µM], -8%[38.3 µM], -1%, -0.1%, 0%
O=C(O)CSc1nnc(CNc2cccc(C(F)(F)F)c2)n1Cc1ccco1
 : -23%, -1%, -7%[46.1 µM], -4%[38.3 µM], -3%, 1.0%, -24%
COc1ccc(N(C)S(=O)(=O)c2cccc(C(=O)OCC(=O)Nc3sc4c(c3C#N)CCCCC4)c2)cc1
 : -2%, 7%, 3%, 6%, -1%, 0.0%, 4%
Cc1nc(-c2nnc(SCC(=O)Nc3cc(C(F)(F)F)cc(C(F)(F)F)c3)n2C)cs1
 : ·, -5%[9.22 µM], -12%, ·, ·, -0.3%, -7%
C(=N\N1CCN(Cc2ccccc2)CC1)/c1cccs1
 : -25%, ?, -8%[46.1 µM], 2%, 1%, -3.4%, -4%
COC(=O)c1ccc(CSc2nc(C)nc3sc(C)c(C)c23)o1
 : -3%, 4%, 5%[46.1 µM], ·, ·, -5.1%, 4%
COc1cc(-c2n[nH]c(=S)n2-c2cc(C(F)(F)F)ccc2Cl)cc(OC)c1OC
 : 5%, ?, -11%, 10%, 1%, -0.1%, 1%
Cc1ccc(NC(=S)N2CCC(c3nc4ccccc4s3)CC2)cc1C
 : -5%, 4%, -25%[46.1 µM], 18%[38.3 µM], -3%, -0.2%, -16%
O=C(N/N=C/c1ccc(O)cc1O)/C(=C/c1ccccc1)CCO
 : -8%, ?, 8%, 5%, 3%, 1.0%, ?
COCCNC(=O)c1onc(CSc2ccc(C(C)C)cc2)c1C(=O)O
 : 5%, -11%, -9%[46.1 µM], -5%[38.3 µM], 1%, -0.9%, 2%
COC(=O)COc1ccc(NC(=O)Cn2nc(-c3ccccc3)c3ccccc3c2=O)cc1
 : 6%, 13%[9.22 µM], -8%, 1%, ·, -0.2%, 2%
Cn1c(N2CCOCC2)c(/C=N/OC(=O)c2ccc(F)cc2)c2ccccc21
 : -6%, ?, -18%[46.1 µM], 16%[38.3 µM], -2%, -1.2%, 2%
CC(C)CN1CCN(Cc2ccc(CN3CCCCC3)s2)CC1CCO (stereo unspecified)
 : 5%, -6%, -23%, 9%, 1%, -2.2%, 13%
COC(=O)C1=C(C)N(C)C(=O)NC1c1cc2c(cc1[N+](=O)[O-])OCO2 (stereo unspecified)
 : ·, -12%, -2%, 5%, -1%, -0.1%, ?
COC(=O)[C@@]1(Cc2ccccc2)[C@H]2c3cc(C(=O)N4CCCC4)n(Cc4cc(F)cc5c4OCOC5)c3C[C@H]2CN1C(=O)c1ccccc1
 : ·, ·, ·, 20%, -3%, 3.8%, -22%
COc1cccc(OC)c1C(=O)NCCSC1CCCCC1
 : 5%, -1%, -14%, 6%, 2%, 1.3%, 4%
COc1ccccc1C(=O)O/N=C(\N)c1ccccn1
 : 22%, -11%[9.22 µM], 57%, ·, ·, -2.4%, -2%
CCCNC(=O)Nc1cc(C)on1
 : -1%, 4%, -13%[46.1 µM], 0%[38.3 µM], -2%, -2.2%, 7%
CNC(=O)Oc1ccc2c(c1)[C@@]1(C)CCN(C)[C@@H]1N2C
 : ·, ·, ·, 14%&2%, 2%, -1.5%, -12%&-2%[21.7 µM]
O=C(Nc1cccc(NC(=O)C2C3CC4OC(=O)C2C4C3)c1)c1ccccc1 (stereo unspecified)
 : 10%, -2%[9.22 µM], -4%, 2%, 0%, 0.0%, 10%
COc1ccc(OCCCON2C(=O)c3ccccc3C2=O)cc1
 : ·, 9%, -21%[46.1 µM], 30%[38.3 µM], 4%, -1.1%, 5%
Cc1ccc2cccc(Oc3ccc([N+](=O)[O-])cc3[N+](=O)[O-])c2n1
 : 2%, -2%, 6%, 2%, 0%, 1.0%, 2%
O=C(CSc1nnc2c(Cl)cc(C(F)(F)F)cn12)Nc1ccc2c(c1)OCO2
 : -13%, 3%, -6%[46.1 µM], ·, ·, -3.0%, 1%

# Limited to Epigenetic derep and HttQ103 aggreg, for some of the entries so far:
compound,Epigenetic derep,HttQ103 aggreg
COC(=O)COc1ccc(NC(=O)Cn2nc(-c3ccccc3)c3ccccc3c2=O)cc1,-0.2%,13%[9.22 µM]
Cn1c(N2CCOCC2)c(/C=N/OC(=O)c2ccc(F)cc2)c2ccccc21,-1.2%,?

# Screens (PubChem BioAssay)

# These rows are one share of the data. The share of hits here may be higher or lower than overall.
